High-throughput results from PubChem.
FEN1 inh = inhibitors of human flap endonuclease 1; P39748; 390,000 tested, 0.35% active; Recombinant FEN1 flap cleavage, fluorescence, 15 min; Potency, µM (highest dose often 114 µM), for inactives: at the top dose activity change, negative = inhibition, actives largely listed as inhibitors; further: nearly all actives have a fitted effect of over 65% in size
Target sequence (P39748 whole entry, looked up): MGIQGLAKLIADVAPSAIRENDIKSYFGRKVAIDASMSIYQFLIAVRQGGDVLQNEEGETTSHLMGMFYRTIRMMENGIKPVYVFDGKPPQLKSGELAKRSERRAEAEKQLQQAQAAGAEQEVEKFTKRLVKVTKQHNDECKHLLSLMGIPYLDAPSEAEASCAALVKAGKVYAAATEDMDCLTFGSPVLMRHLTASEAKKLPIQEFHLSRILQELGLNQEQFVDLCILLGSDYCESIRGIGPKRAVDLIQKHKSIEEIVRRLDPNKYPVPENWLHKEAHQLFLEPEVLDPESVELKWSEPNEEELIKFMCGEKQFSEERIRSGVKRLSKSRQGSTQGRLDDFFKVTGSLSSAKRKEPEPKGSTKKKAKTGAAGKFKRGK
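Compounds are tested as a concentration series against 10 nM FEN1; after a 15 min room-temperature preincubation, 50 nM substrate starts cleavage, with plate reads at 0 and 15 min. Normalized responses are fitted by a Hill equation.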
GCN5L2 inh = GCN5L2 (KAT2A) acetyltransferase inhibition; GCN5L2 HAT assay, ThioGlo1 CoA-SH fluorescence; 390,000 tested, 0.21% active; Potency, µM (doses to about 58.9 µM), for the others: at the top dose activity change, negative = inhibition, most hits filed as inhibitors
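GCN5L2 (20nM final) in 50mM HEPES, 0.1mM EDTA pH 7.5, 0.01% Tween-20 was preincubated 15 min at room temperature with compound, then given ThioGlo1 (50uM), H3(1-25) peptide (75uM) and acetyl-CoA (70uM); CoA-thiol fluorescence (Ex340/Em540) was read at 0 and 20 min.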
N370S GC mod = inhibits or activates N370S mutant glucocerebrosidase. AID 2101. P04062. N370S GC spleen homogenate, 4MU-glucoside fluorescence. 330,000 tested, 0.092% active. Potency, µM (series often up to 59.4 µM), inactives show at the highest dose activity change, negative = inhibition, most hits filed as inhibitors;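 further: 0% = full enzyme activity and -100% = no enzyme basal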
Active calls of the source: *; ? = inconclusive; / = not tested or not shown; & = joins results of further samples; [ ] = another dose, or the depositor's remark. The call rests on the fitted dose curve; in most records, active means well fitted curve in the direction sought with a large enough effect; inconclusive means small, poorly fitted or top-dose-only effect, or another doubt; inactive means no such curve, though single readings can be large; an effect the other way counts as inactive or inconclusive. Unless noted, on the % scale 0 is the no-effect control and ±100 the full control effect; potency means the concentration at half of the fitted maximal effect. A portion of the library, so the mix of outcomes need not match the whole.

Preview (two entries):
compound,FEN1 inh,GCN5L2 inh,N370S GC mod
CC(Sc1ccc(S(=O)(=O)N2CCN(C)CC2)cn1)C(=O)NC1CCCCC1 (stereo unspecified),-2%,-1%,/
Cc1cc(C(=O)COC(=O)c2cccnc2Cl)c(C)n1-c1c(C)n(C)n(-c2ccccc2)c1=O,0%,1%,-8%

The list itself, from the first entry:
compound,FEN1 inh,GCN5L2 inh,N370S GC mod
CC(Sc1ccc(S(=O)(=O)N2CCN(C)CC2)cn1)C(=O)NC1CCCCC1 (stereo unspecified),-2%,-1%,/
Cc1cc(C(=O)COC(=O)c2cccnc2Cl)c(C)n1-c1c(C)n(C)n(-c2ccccc2)c1=O,0%,1%,-8%
CCN(CC)CCCN(C(=O)c1ccco1)c1nc(-c2ccc(Cl)cc2)cs1,?,-8%,-17%
COc1ccc(CN2Cc3cccc4c3[C@@H](CC2=O)[C@H](O)[C@H](O)C4)cc1,-2%&13%,-1%,/
O=C(Nn1cnnc1)c1ccc(F)c(S(=O)(=O)N2CCCCC2)c1,-3%,1%,22%
Cc1c(-c2nnc(SCC(=O)Nc3ccc(Br)cc3)o2)nnn1-c1ccc(F)cc1,2%,-9%,/
CC(C(=O)N1CCOCC1)n1cc([N+](=O)[O-])cn1 (stereo unspecified),4%,-14%,0%
CCOc1cc(/C=N\NC(=O)c2ccc(NC(=O)C(C)(C)C)cc2)ccc1OC(=O)c1ccc(OC)cc1,10%,-4%,-12%
O=C(NC1CCCc2c1cnn2-c1cc(F)cc(F)c1)c1ccncc1 (stereo unspecified),14%,0%,?
CC(=O)C(CC(=O)N1CCCc2ccccc21)C(=O)Nc1ccc(F)cc1 (stereo unspecified),-9%,-4%,3%
COc1ccc(-c2cn3nc(SCC(=O)Nc4cccc(C)c4C)ccc3n2)cc1,7%,1%,/
C=CCSc1nnc2c(n1)OC(C)=Nc1ccc(Br)cc1-2,1%,-6%,-3%
Cc1ccc(-c2nn(C)c(=O)c3ccccc23)cc1CNC(=O)NC1CCCCC1,6%,2%,6%
Fc1ccc(OCCn2cnc(Cl)c2Cl)cc1,-17%,1%,3%
Cc1ccc2sc(N(CCCN(C)C)C(=O)CN3C(=O)c4ccccc4C3=O)nc2c1C,2%,-2%,-18%
CCOc1ccc(NC(=S)NC(=O)/C=C/c2ccc(Br)cc2)c([N+](=O)[O-])c1,-17%,22%,6%
COc1cc(OC)cc(-c2cc3ccc(OC)cc3cn2)c1,-34%,-7%,/
CCc1ccc(NC(=O)C(NS(=O)(=O)c2cccs2)C(C)C)cc1 (stereo unspecified),17%,-4%,/
Cc1ccc(S(=O)(=O)N2CCN(c3ncnc4scc(-c5ccccc5)c34)CC2)cc1,-8%,-4%,/
COc1ccc(/C(C)=N/NC(=O)CNC(=O)c2cccs2)cc1,-15%,-3%,7%
CCCC(=O)Nc1cc2c3c(c1)CCN3C(=O)CC2,-2%,-12%,-3%
Cc1ccc(SC(C)C(=O)NCc2ccncc2)cc1 (stereo unspecified),7%,5%,-2%
CC(Oc1ccc(Br)cc1)C(=O)Nc1ccc(S(=O)(=O)N(C)C2CCN(C)CC2)cc1 (stereo unspecified),1%,3%,-7%
Fc1ccc(N2CCN(c3nc(CN4CCOCC4)nc4scc(-c5ccccc5)c34)CC2)cc1,-28%,-10%,?
COc1ccc(-c2csc(NC(=O)Cc3ccccc3)n2)cc1OC,-6%,-12%,-3%
CC(=O)Nc1cc(Br)ccc1O,-2%,-22%,17%
CCOC(=O)CNC(=O)N1[C@H](c2cccs2)[C@@H](C)C(=O)[C@@H](C)[C@@H]1c1cccs1,11%,1%,/
Clc1ccc(Cn2cccn2)cn1,-2%,-5%,2%
COc1ccccc1C(=O)NC(=O)COC(=O)CCS(=O)(=O)c1ccc(C)cc1,4%,1%,0%
O=C(C1CCCCC1)N(Cc1cccnc1)c1nc2c(F)cccc2s1,-10%,-20%,/

Exported as labelled records: part of the list above.
CC(C(=O)N1CCOCC1)n1cc([N+](=O)[O-])cn1 (stereo unspecified)
  FEN1 inh = 4% | GCN5L2 inh = -14% | N370S GC mod = 0%

CCOc1cc(/C=N\NC(=O)c2ccc(NC(=O)C(C)(C)C)cc2)ccc1OC(=O)c1ccc(OC)cc1
  FEN1 inh = 10% | GCN5L2 inh = -4% | N370S GC mod = -12%

O=C(NC1CCCc2c1cnn2-c1cc(F)cc(F)c1)c1ccncc1 (stereo unspecified)
  FEN1 inh = 14% | GCN5L2 inh = 0% | N370S GC mod = ?

CC(=O)C(CC(=O)N1CCCc2ccccc21)C(=O)Nc1ccc(F)cc1 (stereo unspecified)
  FEN1 inh = -9% | GCN5L2 inh = -4% | N370S GC mod = 3%

Continued:
compound,FEN1 inh,GCN5L2 inh,N370S GC mod
CC(=O)c1c[nH]c(C(=O)NCc2cccc(C(F)(F)F)c2)c1,-13%,9%,3%
CCOC(=O)c1ccccc1NC(=O)c1c(-c2ccccc2)noc1C,-5%,-7%,/
CC1Nc2ccccc2C(=O)N1NS(=O)(=O)c1ccccc1 (stereo unspecified),-5%,0%,-2%
CCOC(=O)c1ccc(N2NC(=O)/C(=C/c3ccc(OC(=O)c4ccco4)c(OC)c3)C2=O)cc1,/,-24%,-5%
COC(=O)c1ccc(CN2CCC(CO)(CCOc3ccccc3)CC2)cc1,-1%,-28%,-24%
COc1nc(Oc2ccc(/C=N/O)cc2)nc(N(C)C)n1,-7%,-22%,9%[12.8 µM]
O=C(Nc1nc2ccccc2s1)Nc1ccc([N+](=O)[O-])cc1Cl,/,4%,-12%
CCOc1cc(/C=C(\C#N)C(=O)NCC2CCCO2)ccc1OCC(N)=O (stereo unspecified),23%,-8%,5%
CC(=O)c1cccc(NC(=O)CSc2nc(N3CCOCC3)nc(N3CCOCC3)n2)c1,26%,-2%,-2%
CCC1CCCCN1CC(O)COCc1cccc(OC)c1 (stereo unspecified),1%,-4%,0%
O=C(COC(=O)c1cc(=O)[nH]c2ccccc12)NC1CCCCC1,7%,-11%,/
Cc1ccc(C)c(S(=O)(=O)NNC(=O)c2sc(NS(=O)(=O)c3ccccc3)nc2C)c1,18%,-6%,-2%
Cc1ccc(NC(=O)CSc2nnc(C3CC3)n2C)cc1S(=O)(=O)N1CCCCC1,3%,-5%,/
COc1ccc(-c2cc3c(=O)n(CC(=O)NCCN4CCCC4)nc(C)n3n2)cc1,17%,-2%,-13%
O=C(CCc1nc(CN2CCN(S(=O)(=O)c3ccc(F)cc3)CC2)no1)N1CCCCC1,-2%,-2%,/
Cc1ccc2cc(C#N)c(N3CCCN(C(=O)c4cnccn4)CC3)nc2c1,-6%,-6%,4%
Cc1nc(C(=O)N(C)C)nn1-c1ccc([N+](=O)[O-])cc1,-9%,-1%,5%
N#CCCn1c(O)c(N=NC(=O)CNC(=O)c2cccs2)c2ccccc21,-5%,-4%,5%
Clc1ccc(N/N=C/c2ccncc2)cc1Cl,-14%,-10%,?
O=C(N/N=C/C=C/c1ccccc1)c1ccc(Br)cc1,2%,-1%,0%
Fc1ccc(/C=N/NC(=S)Nc2cccnc2)cc1F,-6%,-4%,7%
CN(C(=O)c1cc(-n2cnnc2)ccc1Cl)c1ccccc1,-1%,0%,5%
CCCC(=O)Nc1nc2c(c(=O)[nH]1)CCCC2,2%,0%,16%
O=C(/C=C/c1ccc2ccccc2c1)c1ccoc1,3%,-1%,-1%
Cc1ccc(SCc2cc(=O)[nH]c(N3CCN(C)CC3)n2)cc1,-1%,-3%,5%
CC1CN(S(=O)(=O)c2ccc(-c3nc4ccccc4s3)cc2)CC(C)O1 (stereo unspecified),-14%,2%,-19%
CC(C)(C)C(O)CN1CCCC1 (stereo unspecified),13%,0%,3%
CC(=O)c1ccc(O)c(CSc2nncn2C)c1,20%,-7%,16%
COc1ccc(Cn2c(=S)[nH]c3ccccc3c2=O)cc1,18%,0%,-14%
CCOc1ccc(C(=O)Nc2c(C(=O)c3ccccc3)oc3ccccc23)cc1,18%,-7%,/

Next structures
Sequence of screens: FEN1 inh, GCN5L2 inh, N370S GC mod
- COc1ccc(CCC(=O)OCC(=O)Nc2ccc(OC)c(OC)c2)cc1OC
    12%, 0%, -2%
- O=C(Nn1c(-c2ccccc2)nc2ccccc2c1=O)C1CCC1
    18%, -7%, 8%
- Cc1ccc(C)c(OCc2cc(C(=O)N3CCNC(=O)C3)no2)c1
    -4%, -2%, -3%
- COc1ccc(CCNC(=O)C2CC(=O)N(c3ccc(F)cc3)C2)cc1OC (stereo unspecified)
    -10%, -2%, 3%
- CCCCN(C(C)=O)c1ccc(S(=O)(=O)NC2=NCCCCC2)cc1NC(C)=O
    18%, 0%, /
- C[C@@H]1CN([C@@H](C)CO)C(=O)c2cccc(NS(C)(=O)=O)c2O[C@H]1CN(C)Cc1ccc(C(=O)O)cc1
    -8%, 0%, /
- Cc1ccc(C(=O)NCc2ccccc2CN2CCCC2)cc1S(=O)(=O)N1CCOCC1
    0%, -7%, /
- CC(O)CNc1ccc([N+](=O)[O-])cc1S(=O)(=O)N1CCOCC1 (stereo unspecified)
    40%, -3%, -26%
- c1csc(CNCCCN2CCOCC2)c1
    -2%, 16%, 0%
- On1c2c(c3c4nonc4ccc31)CCCC2
    /, -12%, 10%
- CC1=CC(=C(C#N)C#N)C=C(C)N1CCN1CCNCC1
    -15%, -10%, -1%
- Clc1cccc(Cl)c1Cn1cnc2c(NCc3ccco3)ncnc21
    -12%, 2%, ?
- COc1ccc(NC(=O)NCc2cccn2C)c(OC)c1
    13%, -1%, -3%
- COc1ccccc1-c1ccnc2c(-c3ccc(Br)cc3)c(C)nn12
    17%, -1%, /
- CCC(=O)Nc1cc(-c2nn(CC(=O)N3CCCCC3)c(=O)c3ccccc23)ccc1N1CCOCC1
    0%, -2%, 12%
- N/C(=N/O)c1nc(N2CCCC2)nc(N(c2ccccc2)c2ccccc2)n1
    -14%, -17%, 0%
- CN(CC(=O)NC1CCN(Cc2ccccc2)CC1)S(=O)(=O)c1ccc(Cl)s1
    17%, -4%, /
- O=C(CC1CC2CCC1C2)N1CCN(S(=O)(=O)c2ccccc2F)CC1 (stereo unspecified)
    1%, 1%, /
- NC(=S)N=Nc1c(O)[nH]c2ccccc12
    -1%, -2%, -13%
- O=C1c2ccccc2NC(c2ccccc2Cl)N1N=C1CCCCCC1 (stereo unspecified)
    2%, -10%, 12%
- C[n+]1cc(-c2ccccc2)n2c1CCCCC2
    -14%, -11%, 1%
- CC(C)(C)OC(=O)NCCCCCNC(=O)c1nc[nH]c1C(=O)N1CCN(c2ccccc2)CC1
    -1%, 3%, /
- CCCC(=O)Nc1cc(Cl)ccc1N1CCN(C(=O)CC)CC1
    4%, -6%, 1%
- CC(Oc1ccc2oc(-c3ccccc3)c(C(=O)O)c2c1)C(=O)O (stereo unspecified)
    -4%, -22%, 3%
- Cc1cccn2cc(CNC(=O)C3CCCCC3)nc12
    6%, 2%, -1%
- CSc1ccccc1OCc1cc(C(=O)N2CCN(Cc3nccn3C)CC2)no1
    1%, 2%, 2%
- O=C(Nc1nnc(COc2ccc(Cl)cc2)s1)c1ccco1
    -1%, 33%[activator], -11%
- COC(=O)c1c(C)[nH]c(C(=O)OCC(=O)c2c(N)n(CC(C)C)c(=O)n(C)c2=O)c1C
    4%, -3%, /
- Cc1ccc(/C=C2\SC(=S)N(CCC(=O)NNS(=O)(=O)c3ccc(C)cc3)C2=O)cc1
    -16%, 29%, 29%
- CC(C)N1C(=O)CCC1C(=O)N1CCCc2ccccc21 (stereo unspecified)
    -3%, -1%, -6%

(more compounds)
Sequence of screens: FEN1 inh, GCN5L2 inh, N370S GC mod
- CCn1c2ccccc2c2cc(NC(=O)COC(=O)c3cc(S(N)(=O)=O)c(Cl)cc3Cl)ccc21
    0%, -2%, 11%
- CN(C)S(=O)(=O)c1cccc(NC(=O)c2cccc(N3C(=O)CCC3=O)c2)c1
    5%, 2%, 9%
- O=C(CN1CCN(c2ccccn2)CC1)Nc1cc(F)ccc1F
    -13%, 1%, ?
- N=c1ncn(Cc2ccccc2)c2nc(SCCOc3ccccc3)[nH]c12
    -4%, -1%, 20%
- O=C(c1ccco1)N1CCN(Cc2nc3cc(Cl)ccc3c(=O)[nH]2)CC1
    0%, -1%, 6%
- CN=C(NC#N)NCCSCc1nc[nH]c1C
    3%, 0%&7%&0%, -1%&16%&7%&-2%&11%&1%&9%
- COCCn1c(-c2ccccc2)nc(=S)c2c1CC(C)(C)OC2
    9%, -8%, 0%
- O=C(COC(=O)c1ccccn1)c1ccc(Br)cc1
    -12%, 0%, -25%
- COc1ccc(NC(=O)COC(=O)c2ccc(S(=O)(=O)N(C)c3ccccc3OC)cc2)c(OC)c1
    /, -11%, -1%
- O=C(Nc1ccc(F)cc1)C(c1ccccc1)N1CCN(S(=O)(=O)c2ccc3ccccc3c2)CC1 (stereo unspecified)
    -3%, -6%, 7%
- CCc1ccccc1OCC(=O)Nc1ccc(N2CCCC2)cc1C
    9%, -3%, -4%
- CCOc1ccc(NC(=O)CSc2nc3ccccc3nc2N2CCCC2)cc1
    -7%, 0%, 13%
